High-throughput results (PubChem BioAssay)
Jurkat NFkB inh – inhibitors of induced NF-kB luciferase reporter, primary screen, TCR NF-kB activation inhibitor project, cell-based, luminescence, uHTS. Jurkat, PMA/ionomycin-induced NF-kB luciferase reporter. inhibition, % at 4 µM. 330,000 compounds, 0.53% hits. AID 435003, 2010; in the data active means inhibition above about 50%
UPR CHOP act – activators of apoptotic CHOP UPR arm, primary screen, cell-based, CHO-CHOP luciferase reporter, luminescence, uHTS; activation, % at 10 µM; UPR activation; percent of tunicamycin response over DMSO baseline; 330,000 compounds, 0.34% hits; AID 449763, 2010;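 active means at 10 µM dose, activation of 40% or more, normalized to positive control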;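 further: 100% = tunicamycin at 10 µg/mL and 0% = DMSO alone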
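Material: CHO-CHOP cells, stable luciferase reporter of PERK-eIF2a-CHOP signalling; quantity: 500 reporter cells seeded per well; buffer or medium: F12 medium containing 10% fetal bovine serum; compound: one dose, 10 µM in 0.5% DMSO; incubation: 6 h compound treatment, 37 °C; measured by: Steady-Glo luciferase luminescence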
tim23-1 inh – growth inhibitors of tim23-1 mutant yeast, primary screen, luminescence, uHTS. S. cerevisiae tim23-1 growth, BacTiter-Glo luminescence, 24 h. inhibition, % at 20 µM. AID 463212, 2010. 330,000 compounds, 1.3% hits;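 active means growth inhibition of the mutant yeast at or above 50%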;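 further: temperature-sensitive mutant grown at 25 °C; plate controls were DMSO-treated mutant yeast for no effect and medium wells lacking yeast for full effect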
tim10-1 inh – growth inhibitors of tim10-1 mutant yeast, primary screen, luminescence, uHTS | AID 463190, 2010 | 330,000 compounds, 2.2% hits | inhibition, % at 20 µM | S. cerevisiae tim10-1 ts strain growth, BacTiter-Glo, 24 h;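 active means inhibition of at least 40%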;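 further: mutant grown at 25 °C; 0% = DMSO wells with yeast and 100% = wells holding no yeast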
TIM10 inh – growth inhibitors of isogenic TIM10 control yeast, primary screen, counter-screen for tim10-1 yeast inhibitor project, luminescence, uHTS. 330,000 compounds, 1.4% hits. inhibition, % at 10 µM. AID 463195, 2010. S. cerevisiae TIM10 strain growth, BacTiter-Glo luminescence, 24 h;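 active means inhibition of 40% or more at the single tested concentration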;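 further: wild-type TIM10 isogenic control strain grown at permissive 25 °C; 0% = DMSO yeast wells and 100% = minimal medium wells without yeast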
697 NFkB inh – inhibitors of PMA/ionomycin-induced NF-kB reporter, 697 cells, primary screen, B-cell NF-kB inhibitor project, cell-based, luminescence, uHTS | 697 B-cell NF-kB luciferase reporter, 16 h | inhibition, % at 4 µM | 330,000 compounds, 0.33% hits | AID 435022, 2010; in the data active means inhibition above about 35%
Mdm2 MdmX PPI – inhibitors of human Mdm2-MdmX association, primary screen, cell-based, luminescence, split luciferase, SaOS-2, uHTS; SaOS-2 split-luciferase Mdm2/MdmX complementation; 330,000 compounds, 3% hits; inhibition, % at 8 µM;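 active means inhibition of at least 50% at 8 µM in the primary screen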
Target sequence (O15151 whole entry, looked up): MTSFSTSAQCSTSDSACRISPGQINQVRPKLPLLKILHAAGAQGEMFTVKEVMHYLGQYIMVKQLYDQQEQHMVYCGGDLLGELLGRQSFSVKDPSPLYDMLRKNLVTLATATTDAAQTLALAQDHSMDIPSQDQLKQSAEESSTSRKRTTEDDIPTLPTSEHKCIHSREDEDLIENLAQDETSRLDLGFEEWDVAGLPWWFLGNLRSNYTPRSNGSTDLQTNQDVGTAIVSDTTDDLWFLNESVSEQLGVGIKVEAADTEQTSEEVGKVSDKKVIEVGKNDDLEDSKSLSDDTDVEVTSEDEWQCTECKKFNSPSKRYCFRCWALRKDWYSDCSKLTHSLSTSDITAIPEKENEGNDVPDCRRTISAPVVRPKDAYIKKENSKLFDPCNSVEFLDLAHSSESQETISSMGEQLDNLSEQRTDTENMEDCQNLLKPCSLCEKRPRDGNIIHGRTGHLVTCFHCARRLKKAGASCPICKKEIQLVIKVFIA
Target sequence (Q00987 whole entry, looked up): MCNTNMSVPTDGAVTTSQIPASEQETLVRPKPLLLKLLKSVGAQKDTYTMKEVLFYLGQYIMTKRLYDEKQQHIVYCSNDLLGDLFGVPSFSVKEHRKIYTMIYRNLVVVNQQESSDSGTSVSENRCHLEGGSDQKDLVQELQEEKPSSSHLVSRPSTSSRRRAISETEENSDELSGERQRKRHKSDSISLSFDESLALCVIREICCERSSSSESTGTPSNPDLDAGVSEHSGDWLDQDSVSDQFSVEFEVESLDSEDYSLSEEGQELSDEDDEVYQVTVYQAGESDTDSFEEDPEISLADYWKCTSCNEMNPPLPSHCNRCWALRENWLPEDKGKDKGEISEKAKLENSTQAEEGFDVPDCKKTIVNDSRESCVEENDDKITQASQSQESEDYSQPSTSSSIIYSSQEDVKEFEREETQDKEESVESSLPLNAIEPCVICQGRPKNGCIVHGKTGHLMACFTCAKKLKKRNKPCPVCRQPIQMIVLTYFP
UPR XBP1 act – activators of adaptive XBP1 UPR arm, primary screen, cell-based, CHO-XBP1 luciferase reporter, luminescence, uHTS | IRE1-XBP1 UPR activation; percent of tunicamycin response, DMSO as zero | activation, % at 20 µM | 330,000 compounds, 0.33% hits | AID 463104, 2010;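 active means versus positive control, 20 µM dose yields 30% or more activation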;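 further: 100% = tunicamycin at 10 µg/mL and 0% = DMSO only wells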
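incubation = overnight seeding at 37 °C, 6 h compound treatment at 37 °C | assay system = CHO-XBP1 cells stably carrying IRE1-XBP1-driven luciferase reporter | input = 1000 cells per well | detection = luciferase luminescence | dosing = single point, 20 µM final compound, 1% DMSO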
An asterisk follows results filed as active.

SMILES	Jurkat NFkB inh	UPR CHOP act	tim23-1 inh	tim10-1 inh	TIM10 inh	697 NFkB inh	Mdm2 MdmX PPI	UPR XBP1 act
O=C(CN1CCc2ccccc21)NN1CC(=O)N(c2ccccc2)CC1=O	17	0.3	-11	3	9	15	-31	-2
CCN(CC)S(=O)(=O)c1cc(NC(=O)C(C)N2CCc3ccccc32)ccc1C (centres undefined)	0	-2.7	27	28	26	3	16	-6
Cc1ccc(C)c(OCCC(=O)Nc2ccc(S(=O)(=O)N3CCCC3)cc2)c1	-28	-3.1	33	13	1	-24	-7	-3
O=C(Nc1nc2ccc(Br)cc2s1)c1ccco1	-90	4.5	33	25	13	-249	-152	-2
COc1ccc(Oc2ncnc3sccc23)cc1	-41	2.0	22	20	3	-41	-32	0
CC(=O)c1cccc(S(=O)(=O)NCCC(=O)NC2CCCCCC2)c1	-4	-1.0	-4	2	-9	16	17	-2
CCN(CC)S(=O)(=O)c1ccc(NC(=O)Cn2cnc3ccccc3c2=O)cc1	-14	0.0	8	7	3	1	-13	2
Cc1ccccc1NC(=O)COC(=O)c1n[nH]c(=O)c2ccccc12	-2	0.7	0	6	1	10	-7	-2
CCOC(=O)c1c(-c2ccccc2)csc1NC(=O)CCN1C(=O)c2ccccc2C1=O	-7	-0.8	22	17	-19	-3	15	0
COCCn1c(SCC(=O)N2CCOCC2)nc2ccccc2c1=O	-14	-0.7	10	17	-8	-9	-27	-5
CCOc1ccc2nc(N(CCN(CC)CC)C(=O)/C=C/c3cccs3)sc2c1	-6	0.4	-2	9	14	19	46	-7
O=C(c1cncc(Br)c1)N1CCCc2ccccc21	3	0.1	9	13	9	1	14	0

Reprinted from the part before: six entries, then new ones.
SMILES	Jurkat NFkB inh	UPR CHOP act	tim23-1 inh	tim10-1 inh	TIM10 inh	697 NFkB inh	Mdm2 MdmX PPI	UPR XBP1 act
CCN(CC)S(=O)(=O)c1ccc(NC(=O)Cn2cnc3ccccc3c2=O)cc1	-14	0.0	8	7	3	1	-13	2
Cc1ccccc1NC(=O)COC(=O)c1n[nH]c(=O)c2ccccc12	-2	0.7	0	6	1	10	-7	-2
CCOC(=O)c1c(-c2ccccc2)csc1NC(=O)CCN1C(=O)c2ccccc2C1=O	-7	-0.8	22	17	-19	-3	15	0
COCCn1c(SCC(=O)N2CCOCC2)nc2ccccc2c1=O	-14	-0.7	10	17	-8	-9	-27	-5
CCOc1ccc2nc(N(CCN(CC)CC)C(=O)/C=C/c3cccs3)sc2c1	-6	0.4	-2	9	14	19	46	-7
O=C(c1cncc(Br)c1)N1CCCc2ccccc21	3	0.1	9	13	9	1	14	0
Cc1c(NC2=NC3(CCCCC3)Cc3ccccc32)c(=O)n(C)n1-c1ccccc1	-7	-1.8	22	2	-4	5	31	-1
Cc1csc(NC(=O)c2cc(-c3ccco3)nc3ccccc23)n1	-4	0.5	-2	20	2	5	-50	-1
O=[N+]([O-])c1ccc(-[n+]2ccc3ccccc3c2)c([N+](=O)[O-])c1	-10	-4.9	49	58*	50*	-44	100*	-7
Cc1nn(-c2ccccc2)c2c1C(c1cccs1)C(C#N)=C(N)O2 (centres undefined)	12	-0.9	61*	24	32	5	-2	4
CC(C)CC(=O)NCCCCc1ccccc1	12	-0.5	-2	-4	-15	-9	12	0
COC(=O)c1ccccc1S(=O)(=O)NNC(=O)C1COc2ccccc2O1 (centres undefined)	2	1.3	24	-8	-3	-1	6	-2
CS(=O)(=O)N(CC(=O)O)c1ccc2c(c1)OCO2	-16	0.3	6	-7	5	-1	17	0
O=C1NNC(=O)C2C3C=CC(C4CC34)C12 (centres undefined)	0	1.4	16	-1	8	-4	-2	0
OCc1csc(=Nc2ccccc2)n1-c1ccccc1	-5	0.2	9	15	-4	10	11	-3
CCn1nnnc1SCC(=O)Nc1sc(C)c(C)c1C#N	7	-3.9	8	14	8	9	-10	2
CC1(C)CC(=O)c2cc(OCC(=O)NCCCN3CCN(c4ccccc4F)CC3)ccc2O1	5	-0.1	-6	12	11	11	0	-2
O=C(O)[C@H](CO)Nc1ncnc2sc3c(c12)CCC3	1	-2.2	19	0	1	24	-12	3

A few values from the results shown.
tim23-1 inh, O=C(O)[C@H](CO)Nc1ncnc2sc3c(c12)CCC3 → 19
TIM10 inh, OCc1csc(=Nc2ccccc2)n1-c1ccccc1 → -4

(further entries)
SMILES	Jurkat NFkB inh	UPR CHOP act	tim23-1 inh	tim10-1 inh	TIM10 inh	697 NFkB inh	Mdm2 MdmX PPI	UPR XBP1 act
COC(=O)[C@@H]1CC[C@H](C)[C@@H](c2ccc(C)cc2)N1C(=O)c1ccc(/C=N/OC[C@@H](O)[C@H]2O[C@@H]3OC(C)(C)O[C@@H]3[C@H]2O)cc1	18	2.0	8	11	10	14	18	1
COC(=O)Nc1ccc(S(=O)(=O)Nc2ccc(C(=O)O)cc2)cc1	-3	-1.6	-5	3	-18	11	-4	0
Nc1cc(=O)[nH]c(SCCOc2ccccc2)n1	3	1.0	10	-2	-7	-9	2	-3
CCCCNc1nc2c(c(=O)[nH]c(=O)n2C)n1CCOc1ccccc1	3	-0.5	2	24	-8	-4	20	2
Cc1nn(CC(=O)Nc2ccc3c(c2)nc(CN2CCCC2)n3C)c(=O)c2ccccc12	9	0.2	0	-13	-5	-3	20	1
Cc1ccc(S(=O)(=O)N2CCC3(CC2)OCCO3)cc1	13	0.1	15	11	10	4	12	0
COc1cccc(N2CCN(c3nc(C)c(C)c(=O)[nH]3)CC2)c1	-5	3.0	-8	9	-2	1	-1	-3
CC1=NN(c2nc(-c3ccc(Cl)cc3)cs2)C(=O)C1	-42	0.1	16	63*	5	-70	1	0
COc1ccc(/C=C(\NC(=O)c2cccs2)C(=O)N2CCOCC2)cc1OC	-9	-0.3	-6	0	9	-8	-28	-1
COc1ccccc1NC(=O)c1cc[n+](C)cc1	-8	4.7	-10	-7	-4	4	-9	-4
Cc1ccc(C(C)C)c(OCC(O)CN(C)Cc2ccccc2)c1 (centres undefined)	-10	0.6	1	22	18	15	33	-3
O=C(CSc1ncnc2c1nnn2Cc1ccc(F)cc1)NCC1CCCO1 (centres undefined)	6	-2.2	-2	-1	9	2	11	-6
CC(C)c1ccccc1NC(=O)CCCC(=O)O	3	-3.8	-1	-12	-15	9	5	0
CC1=[N+]([O-])C(N2CCOCC2)C(O)(c2ccccc2)C1 (centres undefined)	-13	-1.8	7	2	3	19	10	-5
O=C(COC(=O)c1ccc(Cl)c(S(=O)(=O)N2CCCC2)c1)NCc1cccs1	-3	1.4	10	4	-12	-18	-5	-2
c1ccc(-c2nc3nonc3nc2-c2ccccc2)cc1	7	0.9	61*	80*	64*	10	49	3
CCCCC(CC)C1OCC(CN2CCCCC2)O1 (centres undefined)	-5	3.5	3	-9	21	-19	-3	0
CCN1CCN(CC(=O)NC2CCCCC2)C(=O)C1=O	13	-0.9	8	10	0	-6	1	-4
COc1cccc(N2CC(NS(=O)(=O)c3cccs3)CC2=O)c1 (centres undefined)	4	1.5	-7	-6	-3	5	2	-1
Cc1cccc(CSCCNC(=O)Nc2ccccc2)c1	-4	-0.8	28	25	30	12	-2	-1
Cc1cc(C)n2nc(SCC(=O)N3CCOCC3)nc2n1	3	-3.8	7	-2	2	-6	-7	-1
CCOc1ccc(S(=O)(=O)N2CCN(C(=O)c3sccc3C)CC2)cc1	4	0.1	22	9	23	19	-2	0
Cc1cccc(NC(=O)CSCc2cc(=O)n3c(C)csc3n2)c1C	0	-0.9	9	-4	4	-2	-1	-1
Cc1cccc(-n2ncc3c(N4CCC5(CC4)OCCO5)ncnc32)c1	-31	0.5	-1	10	11	-131	-48	6
CCc1nnc(NC=C2C(=O)OC(C)(C)OC2=O)s1	7	-1.6	0	-9	-9	16	0	-4
CC1CCCCN1C(=O)CSc1nnc(-c2ccco2)n1C (centres undefined)	-2	3.7	12	3	-12	-1	-25	0
Cc1cc(C)cc(N=C2NC(=O)CS2)c1	-10	-1.3	18	17	10	-16	-22	-6
Cc1ccc(N2C(=S)NC3c4cc(Cl)ccc4OC2(C)C3C(=O)N(C)C)cc1 (centres undefined)	-1	-0.8	11	7	13	-16	-11	-1
c1ccc(CN2CCC3(CC2)Nc2ccccc2S3)cc1	4	-2.2	12	3	-11	-3	23	2
Cc1nc(N2CCN(C)CC2)c2c(C)c(C(=O)Nc3ccc(C)c(F)c3)sc2n1	10	-2.3	20	8	3	9	50*	-1
COc1ccccc1OCC(=O)NC1CCCCCCC1	1	2.0	14	-21	-10	-9	-21	1
O=C(CSc1nnc(-c2ccccc2Cl)n1Cc1ccco1)Nc1ccc2c(c1)OCCO2	-12	-2.4	11	16	3	0	22	-5
COc1cccc(C(=O)N2CCC(CCC(=O)Nc3cccc(C)c3)CC2)c1	1	-0.5	11	13	9	-1	7	-7
O=C(NCCc1ccc(Cl)cc1)c1ccc(S(=O)(=O)N2CCCC2)cc1	-14	-0.4	24	48*	33	5	5	-3
CCOC(=O)c1c(C)[nH]c(C(=O)COC(=O)c2ccc(O)cc2O)c1C	-18	6.4	-21	5	-21	-24	3	1
Cc1ccc(-c2c[n+](CC(=O)N3c4ccccc4Sc4ccccc43)c3n2CCC3)cc1	12	0.1	6	17	2	-28	20	-3
CC1CCN(S(=O)(=O)c2ccc3c(c2)N(CC(=O)NCCCN2CCCC(C)C2)C(=O)CO3)CC1 (centres undefined)	-12	0.9	6	-4	0	-2	-3	-5
Cc1cc(C)n2nc(C(=O)Nc3cccc(S(=O)(=O)N4CCCC4)c3)nc2n1	1	-3.3	13	-2	0	32	9	1
Cc1ccc(C(=O)CSC2=C(C#N)C(c3ccco3)C3=C(CC(C)(C)CC3=O)N2)cc1 (centres undefined)	4	2.3	24	30	16	10	22	-1
Cc1ccc(C(O)(CCN2CCCCC2)c2ccccc2)cc1 (centres undefined)	-27	-1.7	-1	14	-5	2	12	0
CCN(CCn1cccn1)C(=O)C1CCC(=O)N(CCc2cccc(F)c2)C1 (centres undefined)	-13	0.2	-3	-16	-8	-17	27	-2
CC(=O)c1ccc(NC(=S)N2CCC(Cc3ccccc3)CC2)cc1	-14	0.7	33	14	14	-42	19	-6
COc1ccc(CCN/C=C2/CC(=O)NC2=O)cc1OC	5	1.2	9	3	-8	18	3	-1
C/C(Cn1cnc([N+](=O)[O-])n1)=N\NC(=O)c1ccncc1	-16	-0.5	-1	7	0	-11	-30	-1
O=C(Nc1cccnc1)c1cc(-c2ccco2)on1	-7	-0.3	9	16	16	15	20	0
Cc1cc(C)n(-c2nnc(N3CCN(c4ccccc4)CC3)nn2)n1	7	2.5	2	-9	-6	-8	-35	5
CCN(CC)S(=O)(=O)c1cc(NC(=O)c2ccc(-n3cncn3)c([N+](=O)[O-])c2)ccc1C	14	2.0	18	25	17	-17	24	-6
CCN1C(=O)[C@@H]2[C@@H](c3ccc(-c4ccc(F)cc4)cc3)N3CCC[C@@]3(C(=O)OC)[C@@H]2C1=O	4	0.1	-14	14	-9	6	28	-3
Cc1ccc(C(c2nnnn2C2CCCCC2)N2CCN3CCCC3C2)cc1 (centres undefined)	-30	-1.3	22	25	18	5	-6	1
O=S(=O)(c1ccccc1)c1nc(Nc2cccc(O)c2)sc1Cl	4	0.0	17	6	-8	-17	-2	-3
COc1cc(/C=C/c2cc[n+](C)cc2)ccc1OCC(=O)Nc1ccc(Cl)c(Cl)c1	23	-0.7	22	4	42*	4	49	-2
